# ER stress rescue: protection against thapsigargin-triggered cell killing – 384-well, CSM14.1, ATP luminescence, primary screen (AID 1222); CSM14.1 thapsigargin-induced death rescue, ATP luminescence; higher % means a stronger effect; one-dose cellular ATP content (survival), % at 20 µM; EC50 in µM for titrated hits; 190,000 tested, under 10 active;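 active = EC50 below 50 µM in the dose-response confirmation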;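 also: death triggered by thapsigargin at about 15 µM added after 2 h compound pretreatment; cell ATP read after overnight thapsigargin exposure of roughly 18 to 22 hours; normalized against plate controls of thapsigargin alone and 5% DMSO vehicle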
# NS5 inhibitors: Dengue-2 NS5 methyltransferase inhibitors, primary screen, biochemical, confirmation dose response (AID 588689); hit rate 0.3% among 340,000; inhibition, % at 25 µM, or IC50 in µM where a hit was titrated; Dengue-2 NS5 methyltransferase capping enzyme assay, biochemical; higher % means a stronger effect; in the data active = a potency from the dose series; inconclusive = inhibition above about 29% without an active follow-up result
# MgcRacGAP inhibition: MgcRacGAP GTPase-activating activity inhibitors, confirmation, biochemical, ADP Hunter fluorescence; MgcRacGAP-stimulated Rac1 GTP hydrolysis, ADP Hunter fluorescence; higher % means a stronger effect; GST-tagged Rac1 F28L mutant substrate; inhibition, % at 30 µM; hits with a dose series show IC50 in µM; hit rate 0.6% among 340,000; AID 624330;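 active = first-screen hits whose inhibition reached a set limit at any dose in the follow-up dose series; inconclusive = inhibition above the set first-screen limit but never retested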;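 also: fluorescence reports GDP produced by GAP-driven GTP hydrolysis; strong numbers were not always called active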
# GPR35 arrestin U2OS: inhibition of zaprinast-stimulated GPR35 beta-arrestin translocation – imaging, U2OS, beta-arrestin-GFP, zaprinast agonist, primary screen (AID 2058); hit rate 0.052% among 290,000; inhibition, % at 10 µM; hits with a dose series show IC50 in µM; U2OS GPR35 beta-arrestin-GFP translocation imaging, zaprinast antagonism; higher % means a stronger effect;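 active = inhibition of at least 50% with at least 30 cells and total cytoplasm GFP at most 10,000,000; inconclusive = under 30 cells or total GFP of 10,000,000 plus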
# SV40 large T antigen: TAg ATPase/helicase activity blockers – biochemical (AID 1903). SV40 large T antigen ATPase/helicase inhibition assay; higher % means a stronger effect. one-dose inhibition, % at 20 µM; IC50 in µM for titrated hits. hit rate 0.39% among 310,000; in the data active = a potency from the dose series; inconclusive = inhibition mostly from about 32% at the one dose, without a potency; inactive = the rest, 99 in 100 with inhibition below about 32%; also: strong numbers were not always called active
# West Nile antiviral: West Nile virus antiviral activity, cell-based, CPE readout (AID 1621); West Nile virus-infected cells, CPE inhibition; higher % means a stronger effect; CPE inhibition, % at 10 µM; hits with a dose series show IC50 in µM; hit rate 0.02% among 290,000; in the data active = a potency from the dose series; inconclusive = CPE inhibition mostly from about 3.7% at the one dose, without a potency; inactive = the rest, 99 in 100 with CPE inhibition below about 2.2%; also: strong numbers were not always called active
# Salmonella PhoP GFP: PhoP-dependent GFP reporter repression – Salmonella Typhimurium, primary screen (AID 1863). S. Typhimurium PhoP-regulated promoter GFP reporter, 4 h; higher % means a stronger effect. one-dose inhibition, % at 50 µM; IC50 in µM for titrated hits. hit rate 0.16% among 300,000;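 active = inhibition over 29.93%, a cutoff 3 SD above the screen mean, later confirmed by dose response; inconclusive = inhibition over 29.93% but no dose response follow-up; inactive = inhibition at most 29.93% or unconfirmed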;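 also: 0% = low Mg2+ inducing control and 100% = high Mg2+ repressing control; strong numbers were not always called active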
# LYP phosphatase: PTPN22 lymphoid phosphatase activity blockers – biochemical, fluorescence intensity, uHTS (AID 1779); hit rate 0.054% among 290,000; one-dose inhibition, % at 11.5 µM; IC50 in µM for titrated hits; recombinant LYP phosphatase, fluorescence intensity; higher % means a stronger effect; in the data active = inhibition above about 50%;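 also: plate controls were vehicle with enzyme for no effect and no enzyme for full effect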
# RSV antiviral HEp-2: inhibition of RSV-induced cytopathic effect – HEp-2 cells, primary 10 µM value included (AID 2391); CPE inhibition, % at 10 µM; hits with a dose series show IC50 in µM; hit rate 0.13% among 310,000; HEp-2 cells, RSV-induced CPE inhibition; higher % means a stronger effect; in the data active = a potency from the dose series; inconclusive = CPE inhibition mostly from about 23% at the one dose, without a potency; inactive = the rest, 99 in 100 with CPE inhibition below about 21%; also: strong numbers were not always called active
# NS5 inhibitors pilot replicate: also measured in NS5 inhibitors; calls as there; inhibition, %; measured here: pilot screen replicate inhibition
# Active calls of the source: *; ? = inconclusive; . = no result given.
# Start of the data: the first six compounds (preview)
SMILES,ER stress rescue,NS5 inhibitors,MgcRacGAP inhibition,GPR35 arrestin U2OS,SV40 large T antigen,West Nile antiviral,Salmonella PhoP GFP,LYP phosphatase,RSV antiviral HEp-2,others
c1ccc(-c2nc(-c3ccccn3)nc(-c3ccccn3)n2)nc1,.,-4%,8%,-5%,0%,0.7%,-6%,-4%,-0.5%,
Cc1ccc(-c2nnc(OCc3cccnc3)c3ccccc23)cc1,20%,-3%,6%,-4%,5%,-0.9%,-1%,-1%,22%,
CCC(C)(C)NC(=O)CN(C(=O)CCC(=O)Nc1ccccn1)c1ccc(F)c(Cl)c1,0.4%,2%,11%,-7%,6%,-0.7%,4%,-1%,0.8%,
O=C1CN(C(=O)NCC(=O)N[C@H](C(=O)O)c2ccccc2)c2ccccc2N1,.,4%,5%,12%,6%,0.9%,-12%,1%,-0.1%,
O=C(Nc1cccc(C(F)(F)F)c1)Oc1ccccc1N1CCOCC1,.,-8%,5%,-12%,13%,0.1%,-1%,-6%,0.3%,
O=C(NCc1ccccc1)c1onc(CSc2ccccc2)c1C(=O)NCc1ccccc1,.,-2%,2%,.,7%,1.0%,.,.,-1.5%,

# The whole of this part, repeating the preview:
SMILES,ER stress rescue,NS5 inhibitors,MgcRacGAP inhibition,GPR35 arrestin U2OS,SV40 large T antigen,West Nile antiviral,Salmonella PhoP GFP,LYP phosphatase,RSV antiviral HEp-2,others
c1ccc(-c2nc(-c3ccccn3)nc(-c3ccccn3)n2)nc1,.,-4%,8%,-5%,0%,0.7%,-6%,-4%,-0.5%,
Cc1ccc(-c2nnc(OCc3cccnc3)c3ccccc23)cc1,20%,-3%,6%,-4%,5%,-0.9%,-1%,-1%,22%,
CCC(C)(C)NC(=O)CN(C(=O)CCC(=O)Nc1ccccn1)c1ccc(F)c(Cl)c1,0.4%,2%,11%,-7%,6%,-0.7%,4%,-1%,0.8%,
O=C1CN(C(=O)NCC(=O)N[C@H](C(=O)O)c2ccccc2)c2ccccc2N1,.,4%,5%,12%,6%,0.9%,-12%,1%,-0.1%,
O=C(Nc1cccc(C(F)(F)F)c1)Oc1ccccc1N1CCOCC1,.,-8%,5%,-12%,13%,0.1%,-1%,-6%,0.3%,
O=C(NCc1ccccc1)c1onc(CSc2ccccc2)c1C(=O)NCc1ccccc1,.,-2%,2%,.,7%,1.0%,.,.,-1.5%,
Cc1cc(C)n(-c2ccc(C(=O)NC(C)C)cc2)n1,0.0%,-4%,9%,8%,4%,0.1%,1%,-7%,1.2%,
COc1ccc(OCC(=O)Nc2ccc3nc(C)sc3c2)cc1,-0.7%,-1%,8%,-11%,10%,0.2%,1%,0%,2.0%,
Cc1nn(Cc2ccccc2)c(=O)c2nn(-c3ccc(Cl)cc3)c(C)c12,-0.1%,-3%,5%,7%,4%,-1.0%,-4%,9%,5.9%,
Cc1ccc(NC(=O)C(c2ccc(Cl)cc2)N2CCCCC2)cc1 (centres undefined),-0.5%,-4%,4%,-12%,-3%,0.0%,0%,-2%,.,
COc1cc(C)c(NC(=S)NCCCN2CCOCC2)cc1OC,-1.3%,-1%,3%,2%,4%,0.3%,2%,-6%,1.2%,
Cc1nnc2ccc(Oc3ccc(-c4ccccc4)cc3)nn12,-2.3%,-8%,99µM*,-2%,16%,1.8%,-2%,-8%,14%,
CC(=O)Oc1ccc(N(C(C)=O)S(=O)(=O)c2cccs2)c2ccccc12,-1.6%,-2%,17%,4%,8%,?,8%,-4%,3.6%,
CCCCCCCNC(=O)COc1ccc2c(c1)C(=O)CC(C)(C)O2,2.6%,-6%,4%,-1%,5%,-0.1%,-8%,-1%,-0.5%,
COC(=O)c1ccc(Cl)c(NC(=O)CSc2nnc(-c3ccncc3)o2)c1,.,3%,4%,-14%,18%,-0.5%,-6%,-11%,0.9%,
CC1CCN(c2ccccc2NC(=O)c2ccc(F)cc2)CC1,-1.0%,3%,4%,1%,3%,0.1%,4%,-9%,19%,NS5 inhibitors pilot replicate=4.6
CC12CN3CCN(CC(C3)C1(O)CN1CCOCC1)C2 (centres undefined),-1.4%,6%,9%,-2%,14%,-0.1%,2%,-5%,-0.2%,
Cc1cc(C)n2c(Br)c(CSc3nc4ccccc4o3)nc2n1,-1.5%,-2%,12%,9%,20%,-0.8%,-4%,-8%,4.9%,
CC1CC(Nc2ccccc2)=NC1(C)C (centres undefined),-3.5%,-5%,10%,11%,7%,-0.3%,-9%,-10%,-0.1%,
CCc1sc(-c2c(C#N)c(N)nc3c2CCCCCC3)cc1[N+](=O)[O-],-0.5%,8%,5%,-1%,13%,-0.3%,11%,-8%,0.9%,
Cc1ccc(C2N(c3cccc(Cl)c3)C(=O)N3CCCN23)cc1 (centres undefined),.,9%,7%,16%,3%,-0.8%,-6%,-5%,0.7%,
CCc1c(C)sc(NC(=O)c2cc(C)no2)c1C#N,2.0%,2%,-3%,0%,13%,0.1%,11%,-2%,2.6%,
CC(C)c1[nH]nc2c1C(c1cccnc1)C(C#N)=C(N)O2 (centres undefined),2.6%,-5%,7%,4%,8%,1.9%,-4%,-9%,0.9%,
CC1CCN(c2ccc(-c3cccc(NC(=O)c4ccco4)c3)nn2)CC1,.,-4%,1%,.,5%,.,2%,.,12%,
CC(C)Cc1ccc(C(C)NC(=O)Cc2ccc(S(=O)(=O)N3CCOCC3)s2)cc1 (centres undefined),.,-1%,-1%,.,12%,.,1%,.,2.0%,
# (further entries)
SMILES,ER stress rescue,NS5 inhibitors,MgcRacGAP inhibition,GPR35 arrestin U2OS,SV40 large T antigen,West Nile antiviral,Salmonella PhoP GFP,LYP phosphatase,RSV antiviral HEp-2,others
Cc1ccc2nc(SCc3nnc(-c4cccs4)o3)[nH]c2c1,0.6%,-3%,9%,-3%,13%,-0.1%,19%,-6%,2.6%,
COc1cccc(-c2ccc(SCC(=O)N3CCc4ccccc43)nn2)c1,-1.9%,.,.,-10%,5%,-0.4%,-8%,0%,5.7%,
O=C(CSCc1ccc(Cl)cc1Cl)Nc1ccccc1C(=O)Nc1ccc(C(=O)O)cc1,1.2%,0%,-5%,1%,2%,-0.3%,-8%,8%,4.0%,
COc1cccc(C(=O)N/N=C2/SCC(=O)N2CCc2ccc(OC)c(OC)c2)c1,-0.1%,-3%,2%,-3%,2%,-0.1%,0%,-6%,1.5%,
CCN(CC(=O)Nc1ccc(NC(C)=O)cc1)CC(=O)Nc1ccccc1C(=O)c1ccccc1,-0.1%,-10%,7%,6%,5%,-0.5%,-8%,1%,1.2%,
COCCn1c(COc2ccc(Cl)cc2)nnc1SCC(N)=O,.,-7%,2%,11%,-6%,0.0%,15%,4%,1.6%,
CCc1cc(=O)oc2c(CN3CCCC3)c(O)c(Cl)cc12,1.2%,4%,2%,-15%,-1%,0.3%,8%,-65%,0.3%,
Cc1ccc(N2C(=O)C3CCCN3C2=S)cc1Cl (centres undefined),.,-3%,1%,9%,4%,-0.7%,2%,-10%,-0.5%,
O=C(/C=C/Nc1ccc(Br)cc1F)c1ccccc1,-4.2%,16%,-9%,.,8%,-0.7%,-7%,-5%,2.1%,
COc1cccc(NC(=O)CN(C)C(=O)c2c(-c3ccccc3)noc2C)c1,.,4%,6%,4%,7%,-0.6%,2%,-10%,1.5%,
CCCCC1C2C(=O)N(c3ccccc3)C(=O)C2ON1c1ccccc1 (centres undefined),.,5%,14%,-6%,20%,0.1%,-8%,-3%,.,
Cc1ccc(NC(=O)CSc2nnnn2-c2ccc3c(c2)OCO3)cc1C,-1.1%,-2%,4%,-14%,6%,0.0%,3%,-4%,0.5%,
O=C(NCC1CCCO1)C(c1cccs1)N(C(=O)c1ccc(-c2ccccc2)[nH]1)C1CCCC1 (centres undefined),-1.6%,-2%,7%,-2%,14%,0.4%,0%,2%,16%,
COc1ccc(C(C(=O)NC2CCCC2)N(C(=O)c2ccco2)c2ccc(OC)c(OC)c2)cc1 (centres undefined),-0.8%,-7%,7%,-20%,5%,-1.0%,-3%,-2%,0.6%,
COCCNC(=O)Cn1cc(/C=C(\C#N)C(=O)NC2CCCC2)c2ccccc21,.,9%,13%,8%,12%,-0.3%,-8%,-3%,0.6%,
CC(=O)OCCN(CCOC(C)=O)c1c(C)[nH]c(=O)[nH]c1=O,-1.3%,-3%,5%,12%,8%,0.0%,-2%,-6%,-0.7%,
CCOC(=O)CNC(=O)c1ccc(Cl)s1,0.3%,-3%,6%,0%,4%,0.3%,-7%,-4%,1.1%,
O=C(N/N=C/c1ccc[nH]1)c1cc(-c2ccc(Cl)cc2)nc2ccccc12,0.2%,-5%,14%,2%,12%,-0.8%,-3%,0%,?,
Cc1ccc(C(=O)C(C)OC(=O)c2n[nH]c(=O)c3ccccc23)cc1 (centres undefined),0.7%,.,-1%,-8%,2%,0.2%,4%,-6%,2.5%,
Cc1ccc(CCNC(=O)c2ccc3nc4ccc(Cl)cc4c(=O)n3c2)cc1,.,-3%,7%,4%,4%,-0.8%,1%,-8%,2.5%,
C/C(=N\NC(=O)C1(C)CC1(Br)Br)c1ccc([N+](=O)[O-])cc1 (centres undefined),-2.9%,-5%,-2%,-2%,-13%,-1.0%,-4%,8%,1.1%,
Cc1[nH]c2ccccc2c1C(=O)CN1CCN(C2CCCCC2)CC1,-1.2%,.,.,4%,2%,-0.5%,5%,-1%,.,

# Two compounds drawn at random from those above, as already listed:
SMILES,ER stress rescue,NS5 inhibitors,MgcRacGAP inhibition,GPR35 arrestin U2OS,SV40 large T antigen,West Nile antiviral,Salmonella PhoP GFP,LYP phosphatase,RSV antiviral HEp-2,others
CC(C)Cc1ccc(C(C)NC(=O)Cc2ccc(S(=O)(=O)N3CCOCC3)s2)cc1 (centres undefined),.,-1%,-1%,.,12%,.,1%,.,2.0%,
c1ccc(-c2nc(-c3ccccn3)nc(-c3ccccn3)n2)nc1,.,-4%,8%,-5%,0%,0.7%,-6%,-4%,-0.5%,

# Screening data as filed in PubChem BioAssay.
